GLA spleen mod: inhibits or activates alpha-galactosidase in human spleen homogenate. P06280. human spleen homogenate, 4MU-alpha-Gal fluorescence, 40 min. Potency, µM (highest dose often 80 µM), without a hit: top-dose activity change, negative = inhibition, hits mostly inhibitors. 240,000 compounds, 0.008% hits. AID 2107;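 note: potency is the fitted concentration of half-maximal effect; 0% = enzyme with vehicle and -100% = no enzyme basal signal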
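Inhibition or activation of alpha-galactosidase in human spleen homogenate is scored by 4-MU fluorescence after 40 min at 37C, pH 5.0, with 1 mM substrate. AC50s come from concentration-response fitted to the Hill equation.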
IMPase Li inh: membrane-permeable IMPase blocker, potentiated with lithium. Potency, µM (titrated, usually from 59.4 µM), for inactives: at the highest dose activity, negative = IMPase inhibition, usual class: inhibitors. CHO-M1 cells, IP1 TR-FRET (IP-One), carbachol + lithium. 210,000 compounds, 0.35% hits;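 note: IP1 builds up when IMPase is blocked and the TR-FRET signal falls; potency is the fitted concentration of half-maximal effect; plate controls were basal vehicle for no effect and high inhibitor control for full effect; nearly all actives have a fitted effect of over 50% in size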
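Lithium-sensitised IP1 accumulation assay; M1-expressing CHO cells treated 30 min at 37C with compound. Competitive antibody detection by time-resolved FRET followed a 10 min room-temperature lysis step.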
Epigenetic derep: derepresses silenced GFP reporter in murine cells. murine LDR cells, GFP reporter derepression, 30 h. Potency, µM (top dose mostly 53.9 µM), for inactives: at the highest dose GFP activation, most hits filed as activators. 280,000 compounds, 0.2% hits. AID 1865; note: potency is the fitted concentration of half-maximal effect; % of control where 0% means no effect; nearly all actives have a fitted effect of over 60% in size
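Derepression of a silenced CMV-GFP reporter in murine LDR cells is scored by enumerating GFP-positive cells with a laser-scanning microplate cytometer after 30 hours of treatment at 37 C.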
LMNA splice mod: changes lamin A minigene splicing in HeLa cells; HeLa LMNA splicing GFP/RFP minigene ratio, 48 h; Potency, µM (titrated, usually from 46.1 µM), for the others: top-dose ratio change, negative = inhibition, usual class: inhibitors; 200,000 compounds, 0.01% hits; AID 1487; active = well fitted inhibition curve with a large enough effect in the signal ratio, with a control signal flat, not every such curve was filed as active; inconclusive = small, poorly fitted or top-dose-only effect, or effect the other way, or a change in a side signal; the % refers to the signal ratio; note: potency is the fitted concentration of half-maximal effect; % is set by controls: 0 for no effect and ±100 for the full control effect
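S3 HeLa stable clones carrying a lamin A-EGFP splicing minigene plus DsRed2 were seeded at 600 cells/well in Opti-MEM with 2% FBS, pin-dosed and incubated 48 h at 37°C. Acumen cytometry (488 nm) gave the GFP/RFP total-intensity ratio.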
NPSR antagonist: neuropeptide S receptor (human) antagonism, cAMP; CHO-NPSR cells, cAMP TR-FRET, antagonist mode; Potency, µM (doses to about 38.3 µM), for the others: at the top dose activity change, negative = inhibition, most hits filed as inhibitors; 220,000 compounds, 1% hits; note: potency is the fitted concentration of half-maximal effect; % is set by controls: 0 for no effect and ±100 for the full control effect; nearly all actives have a fitted effect of over 50% in size; many of its hits are not listed in these tables
Target sequence (Q6W5P4 whole entry, looked up): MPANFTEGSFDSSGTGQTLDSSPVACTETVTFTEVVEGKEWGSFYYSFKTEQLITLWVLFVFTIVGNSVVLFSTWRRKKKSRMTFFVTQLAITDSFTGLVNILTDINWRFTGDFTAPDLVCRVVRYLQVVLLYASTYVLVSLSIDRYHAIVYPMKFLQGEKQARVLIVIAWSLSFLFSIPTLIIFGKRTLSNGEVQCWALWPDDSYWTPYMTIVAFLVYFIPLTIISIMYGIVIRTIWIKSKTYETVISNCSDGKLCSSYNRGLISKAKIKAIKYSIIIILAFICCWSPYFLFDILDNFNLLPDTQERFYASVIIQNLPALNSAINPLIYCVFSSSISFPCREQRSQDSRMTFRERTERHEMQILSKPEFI
Luc counter: blocks Kinase-Glo luciferase, a counter-screen artifact; Kinase-Glo luciferase, ATP luminescence, 8 min; Potency, µM (series often up to 38.3 µM), inactives show top-dose activity change, negative = inhibition, actives largely listed as inhibitors; 200,000 compounds, 0.28% hits; AID 1379; note: potency is the fitted concentration of half-maximal effect; % is set by controls: 0 for no effect and ±100 for the full control effect; nearly all actives have a fitted effect of over 60% in size
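Inhibition of Kinase-Glo luciferase light generation was assessed at 10 uM ATP in pH 7.2 imidazole buffer, with luminescence measured after eight minutes at ambient temperature.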
CBFb-RUNX1 inh: blocks binding between human CBF-beta and RUNX1. 230,000 tested, under 10 active. AlphaScreen CBFb-His/RUNX1-biotin binding, biochemical. Potency, µM (series often up to 59.8 µM), inactives show at the highest dose activity, negative = inhibition, most hits filed as inhibitors. Q01196+Q13951; note: % of control where 0% means no effect
Target sequence (Q01196 whole entry, looked up): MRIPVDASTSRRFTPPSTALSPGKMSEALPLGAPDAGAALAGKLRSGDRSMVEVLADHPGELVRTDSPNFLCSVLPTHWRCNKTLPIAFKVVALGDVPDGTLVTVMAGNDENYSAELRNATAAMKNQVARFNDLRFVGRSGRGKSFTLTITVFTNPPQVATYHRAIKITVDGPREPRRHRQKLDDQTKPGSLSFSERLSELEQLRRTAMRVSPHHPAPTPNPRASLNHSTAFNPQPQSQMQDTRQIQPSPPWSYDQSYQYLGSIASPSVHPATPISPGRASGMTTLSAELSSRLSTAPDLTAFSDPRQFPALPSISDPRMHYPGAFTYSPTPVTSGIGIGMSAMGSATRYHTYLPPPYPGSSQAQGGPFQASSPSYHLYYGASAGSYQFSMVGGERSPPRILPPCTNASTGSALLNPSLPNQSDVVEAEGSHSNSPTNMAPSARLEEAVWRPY
Target sequence (Q13951 whole entry, looked up): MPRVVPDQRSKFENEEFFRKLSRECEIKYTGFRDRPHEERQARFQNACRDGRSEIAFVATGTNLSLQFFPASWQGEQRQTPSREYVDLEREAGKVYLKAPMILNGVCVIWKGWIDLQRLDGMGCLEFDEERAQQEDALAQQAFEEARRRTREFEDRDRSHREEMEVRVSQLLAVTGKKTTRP
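Room-temperature protein-protein interaction test with 30 nM each of His-tagged CBF-beta and biotinylated RUNX1, 15 min with compound, then 90 min with nickel plus streptavidin beads. Signal read in AlphaScreen mode.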
Starred values were filed as active, the others as inactive; u = inconclusive; x = not tested or not shown; [ ] = another dose, or the depositor's remark. Unless noted, calls come from the whole dose curve; as a rule, active = well fitted curve in the direction sought with a large enough effect; inconclusive = small, poorly fitted or top-dose-only effect, or another doubt; inactive = no such curve, though single readings can be large; an effect the other way counts as inactive or inconclusive.

SMILES | GLA spleen mod | IMPase Li inh | Epigenetic derep | LMNA splice mod | NPSR antagonist | Luc counter | CBFb-RUNX1 inh
CC(c1ccon1)N(C)C(=O)CCc1nnc(C2(c3ccc(Cl)cc3)CCC2)o1 (stereo not given) | 5% | 5% | 1.3% | x | 17% | 4% | 1%
CCC(C)NC(=O)c1cccc(C)c1 (stereo not given) | 3% | x | 3.7% | x | -10%[7.67 µM] | x | 2%
CCOC(=O)c1c(C)[nH]c(C(=O)OCC(=O)N2CCN(S(=O)(=O)c3ccccc3)CC2)c1C | -16% | 28%[38.3 µM] | 0.8% | -5% | -5%[46.1 µM] | 2% | 1%
CCOC(=O)Cc1nn2c(=O)cc(C)nc2s1 | -18% | 29%[38.3 µM] | -1.0% | 9% | -4%[46.1 µM] | 2% | 6%
COc1cccc(Oc2ccc3nnc(C(F)(F)F)n3n2)c1 | 20% | -1% | -1.4% | 14%[46 µM] | 2% | -1% | -19%
Nc1nc(CSc2nc3ccccc3[nH]2)cs1 | -6% | 3%[38.3 µM] | -2.4% | 0% | -6%[46.1 µM] | 0% | -18%
Cc1cc(C(=O)Nn2c(-c3ccc(Br)cc3)nc3ccccc3c2=O)ccc1[N+](=O)[O-] | -5% | 10% | 0.9% | u | -35% | -1% | -8%
Cc1cc(C)n2nc(C(=O)Nc3cccc(S(=O)(=O)N(C)c4ccccc4)c3)nc2n1 | 4% | x | -3.4% | x | 14% | x | 16%
Cc1cc(NC(=O)C2(c3ccccc3)CCCC2)no1 | 4% | 18%[38.3 µM] | -1.0% | -7% | -2%[46.1 µM] | 3% | 2%
Cc1nnsc1C(=O)NNc1ccc(C(C)(C)C)cc1 | 4% | x | 1.3% | x | -8% | x | -5%
O=C(/C=C/c1cccs1)NC(=S)NNC(=O)c1ccccc1O | -6% | 11% | -0.2% | u | -56% | 2% | u
CC(OC(=O)c1ccncc1)C(=O)Nc1cccc(Cl)c1 (stereo not given) | 5% | x | -1.0% | 0% | -10%[46.1 µM] | x | 6%
Cn1ncc2cc(NC(N)=S)ccc21 | 1% | 28% | 10% | x | 14% | 0% | -6%
Cc1ccc(-n2nc(C(=O)N/N=C/c3cccc(C(F)(F)F)c3)c3ccccc3c2=O)cc1C | 1% | 17%[38.3 µM] | 0.2% | -10% | -5%[46.1 µM] | -1% | 11%
CCCc1nc2ccc(NC(=O)c3cccs3)cc2c(=O)n1Cc1ccc(Cl)cc1 | -7% | 2% | 1.0% | u | -35% | -4% | -7%
O=c1nc(/C=C/c2ccc(O)c(O)c2)oc2ccccc12 | -1% | x | 0.1% | x | -14% | x | -9%
CCOC(=O)C1(c2csc(N)n2)COC(=O)C1 (stereo not given) | 6% | -4%[38.3 µM] | -0.7% | -7% | 4%[46.1 µM] | 0% | 5%
Cc1cc(C)c2nc(N3CCCC(C(=O)NCCCN4CCOCC4)C3)sc2c1 (stereo not given) | -1% | 25%[38.3 µM] | 0.0% | 7% | 8%[46.1 µM] | -4% | 4%
O=C(COC(=O)c1ccc(Cl)c(S(=O)(=O)N2CCc3ccccc3C2)c1)Nc1ncc(Cl)cc1Cl | 5% | -4% | -1.3% | -7% | -5% | -1% | 13%
O=C(Cc1ccccc1)Nc1nnc(-c2cccc([N+](=O)[O-])c2)s1 | 11% | -3% | 0.0% | 4% | 18% | -3% | 1%
Cc1cc(C)c2c(c1)-c1c(ssc1=S)C(C)(C)N2C(=O)CSc1nncn1C | -2% | -4%[38.3 µM] | -2.6% | u | u | -2% | -29%
Cc1cccc(C)c1N1C(=O)CC(N(O)c2ccccc2)C1=O (stereo not given) | 0% | 21%[38.3 µM] | 0.0% | -7% | -6%[46.1 µM] | -3% | 5%
CCOc1ccc(NC(=O)Nc2cc(C)ccc2OC)cc1 | -2% | 17% | -1.0% | u | -15%[46.1 µM] | u | 1%
CCN1CCCC1CNC(=O)CCNC(=O)c1cc(OC)c(OC)c(OC)c1 (stereo not given) | -1% | 0%[38.3 µM] | 0.0% | 14% | -10%[46.1 µM] | -2% | 5%
NC(=O)C1CCN(C(=O)C2c3ccccc3C(=O)N3CCc4ccccc4C23)CC1 (stereo not given) | 3% | 27%[38.3 µM] | 2.5% | -6% | -17%[46.1 µM] | 7% | 8%
O=C(c1ccco1)N(CC1CCCO1)c1nc(-c2ccccc2)cs1 (stereo not given) | 3% | 13%[38.3 µM] | -0.2% | u | -30%[46.1 µM] | -9% | 17%
Cc1ccc(C(=O)c2cc3ccccc3o2)cc1[N+](=O)[O-] | 1% | 10% | -0.3% | -13%[46 µM] | -11% | -1% | -8%
CC(C)Oc1cccc(C(=O)C2CCCN(Cc3ccc(Oc4ncccn4)cc3)C2)c1 (stereo not given) | -7% | 33%[activator] | 0.2% | u | 17% | 2% | -1%
CCOc1ccc(-c2cnc(N)n2C)cc1 | 6% | -1% | 2.0% | x | -21% | -4% | 12%
O=C(O)c1cn(Cc2ccccc2Cl)c2ccc(S(=O)(=O)N3CCOCC3)cc2c1=O | -5% | 0% | -6.8% | x | -16% | 1% | -8%
CCOc1ccc(CNCCc2ccc(S(N)(=O)=O)cc2)cc1 | 1% | 23% | -1.1% | -6%[46 µM] | 1% | -2% | 5%
CCOC(=O)c1ccc(NC(=O)c2ccc(CO)c(C(=O)NC3CCN(C(=O)OCC)CC3)c2)cc1 | -18% | 22%[38.3 µM] | u | u | -4%[46.1 µM] | -3% | -2%
O=C(NCc1ccc(OC(F)(F)F)cc1)C1CC(c2cccc(F)c2)=NO1 (stereo not given) | -3% | x | 0.4% | x | 14% | x | 17%
Cc1ccc(NC(=O)c2ccco2)c([N+](=O)[O-])c1 | -1% | -1% | 4.7% | -1%[46 µM] | 13% | -4% | -24%
COC(=O)c1ccccc1NC(=O)c1cc(-c2ccc(O)cc2)on1 | -9% | 5%[38.3 µM] | 1.2% | 2% | 8%[46.1 µM] | 0% | -1%
CC(=O)C1C(c2ccc(O)cc2)NC(=O)NC1(O)C(F)(F)F (stereo not given) | 6% | x | 1.3% | x | -1% | x | -4%
CCn1nc(C)c(NC(=O)CSc2nnc(-c3ccco3)n2C)c1C | 5% | 27%[38.3 µM] | -1.0% | -4% | 0%[46.1 µM] | 0% | 9%
COc1ccc(C(=O)NCCc2nnc(SCC(=O)Nc3ccc(Br)cc3)n2C)cc1 | 9% | 15%[38.3 µM] | 0.0% | u | 3%[46.1 µM] | -5% | 2%
O=C(NNC(=O)c1ccncc1)NC1CCCCC1 | -16% | 6% | -2.9% | x | -10% | 0% | 10%
C=CCOc1ccc(CNn2cn[nH]c2=S)cc1OCC | 1% | -10%[38.3 µM] | -1.7% | -1%[0.0737 µM] | -2%[46.1 µM] | -2% | 2%
C=CCN1C(=O)C(CC(=O)Nc2ccccc2)N(Cc2ccccn2)C1=S (stereo not given) | -2% | 0% | 1.5% | x | 9% | 9% | 2%
COc1ccccc1CNC(=O)c1ccc(-c2ccccc2Cl)o1 | 4% | 19% | 9.6% | u | 1% | -4% | 0%[2.36 µM]
CC(C)(C)c1ccc(-c2nc(O)c(CC(=O)O)s2)cc1 | -17% | x | 3.0% | x | -14% | x | 0%
CC(=O)Oc1c(/C=C(\C#N)C(N)=O)[nH]c2ccccc12 | -1% | 0% | 0.9% | u | -34% | -11% | 4%
Cc1ccc(C(=O)NN2C(=O)c3ccc(S(=O)(=O)c4ccc(C(=O)O)cc4)cc3C2=O)cc1 | -5% | -8% | 0.0% | x | 11% | 3% | -1%

Reprinted at random: six entries already listed.
SMILES | GLA spleen mod | IMPase Li inh | Epigenetic derep | LMNA splice mod | NPSR antagonist | Luc counter | CBFb-RUNX1 inh
CCOC(=O)c1ccc(NC(=O)c2ccc(CO)c(C(=O)NC3CCN(C(=O)OCC)CC3)c2)cc1 | -18% | 22%[38.3 µM] | u | u | -4%[46.1 µM] | -3% | -2%
CCn1nc(C)c(NC(=O)CSc2nnc(-c3ccco3)n2C)c1C | 5% | 27%[38.3 µM] | -1.0% | -4% | 0%[46.1 µM] | 0% | 9%
CCOc1ccc(CNCCc2ccc(S(N)(=O)=O)cc2)cc1 | 1% | 23% | -1.1% | -6%[46 µM] | 1% | -2% | 5%
C=CCN1C(=O)C(CC(=O)Nc2ccccc2)N(Cc2ccccn2)C1=S (stereo not given) | -2% | 0% | 1.5% | x | 9% | 9% | 2%
CC(C)(C)c1ccc(-c2nc(O)c(CC(=O)O)s2)cc1 | -17% | x | 3.0% | x | -14% | x | 0%
O=C(NCc1ccc(OC(F)(F)F)cc1)C1CC(c2cccc(F)c2)=NO1 (stereo not given) | -3% | x | 0.4% | x | 14% | x | 17%

(listing goes on)
SMILES | GLA spleen mod | IMPase Li inh | Epigenetic derep | LMNA splice mod | NPSR antagonist | Luc counter | CBFb-RUNX1 inh
CC(C)(C)NC(=O)C(=O)NNC(=O)COc1ccc(Br)cc1 | 1% | 6% | 1.5% | -5% | 5% | 0% | 6%
Cc1ccc(NC(=O)Cn2nc(C)cc2C)cc1 | 0% | -11%[38.3 µM] | -0.4% | 3% | 4%[46.1 µM] | -4% | 5%
COC(=O)c1ccc(NC(=O)NCCCl)cc1 | -2% | 10% | -0.5% | x | 14% | -1% | -1%
CC(C)N(C(=O)CSc1nc2ccccc2n1-c1ccccc1)C(C)C | 1% | 1%[38.3 µM] | 0.9% | -1% | u | -4% | -2%
COCCN=C1Sc2nc3cc(C)c(C)cc3cc2CN1Cc1cccs1 | 7% | x | -3.1% | x | -25% | x | -2%
CCOC(=O)C1CCN(C(=O)CSc2n[nH]c(=O)[nH]c2=O)CC1 | 5% | 4%[38.3 µM] | 0.0% | -2% | 4%[46.1 µM] | -1% | 12%
O=C(CSc1nnc(COc2ccccc2F)n1-c1ccccc1)NCc1ccco1 | -3% | 31%[activator][38.3 µM] | 2.1% | 0% | -2%[46.1 µM] | -3% | u
O=c1cc(-c2cccc(Br)c2)oc2cccc(O)c12 | -3% | x | 0.0% | x | 9% | x | 10%
COc1cccc(CN2CCN(Cc3nc4c(s3)CCCC4)CC2CCO)c1 (stereo not given) | -3% | 10% | -0.3% | u | -3% | -1% | 7%
Cc1ccc(CC(=O)N2CCN(c3cccc(C(F)(F)F)c3)CC2)cc1 | -8% | 4%[38.3 µM] | 0.0% | 8% | u | -1% | 6%

Compound activity from PubChem.

Only part of the results is shown. The share of hits here may be higher or lower than overall.
